SW480 rereplic: A quantitative high throughput screen for small molecules that induce DNA re-replication in SW480 colon adenocarcinoma cells; hit rate 1.8% among 340,000; Potency, µM (highest dose often 46.1 µM), without a hit: top-dose re-replication activation, actives largely listed as activators; AID 624297, 2012; SW480 DNA re-replication, Hoechst DNA content imaging, 48 h; note: potency is the fitted concentration of half-maximal effect; % of control where 0% means no effect; nearly all actives have a fitted effect of over 55% in size
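Hoechst fluorescence of nuclei (405 nm excitation, 500-530 nm emission) measured by plate-scanning imager after 48 hr compound exposure at 37 C; re-replication scored as increased number of nuclei with elevated intensity.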
KB-V1 MDR tox: qHTS assay for MDR1-selective chemotherapeutics: Primary screen using the drug-selected MDR subline cells KB-V1 | KB-V1 MDR cells viability, CellTiter-Glo, 72 h | hit rate 3.4% among 400,000 | Potency, µM (doses to about 46.1 µM), for the others: at the top dose activity change, negative = cytotoxicity, usual class: cytotoxic; note: potency is the fitted concentration of half-maximal effect; % is set by controls: 0 for no effect and ±100 for the full control effect; nearly all actives have a fitted effect of over 60% in size
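Drug-selected KB-V1 cells, grown in DMEM lacking phenol red with 10% FBS, receive compound titrations; after three days at 37 degrees C, surviving cell ATP is quantified by CellTiter-Glo luminescence and responses normalized and curve-fitted.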
KB-3-1 tox: qHTS assay for MDR1-selective chemotherapeutics: Primary screen using the parental adenocarcinoma cell KB-3-1; KB-3-1 viability, CellTiter-Glo ATP luminescence, 72 h; Potency, µM (titrated, usually from 46.1 µM), without a hit: top-dose activity change, negative = cytotoxic, actives largely listed as cytotoxic; hit rate 1.4% among 400,000; note: potency is the fitted concentration of half-maximal effect; % is set by controls: 0 for no effect and ±100 for the full control effect; nearly all actives have a fitted effect of over 60% in size
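Cytotoxicity in the drug-sensitive parental line KB-3-1 was scored as loss of CellTiter-Glo luminescence following 72 h incubation with compound. Values come from curve fitting of normalized concentration-response data.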
IL-1B inflam inh: qHTS for Inhibitors of Inflammasome Signaling: IL-1-beta AlphaLISA Primary Screen; THP-1 LPS/ATP IL-1B secretion, AlphaLISA, 16 h; stronger effect = lower value; activity change, % at 57.5 µM; hit rate 4.7% among 360,000; in the data active = activity change below about -50%; inconclusive = mostly about -30% to -49%; note: % is set by controls: 0 for no effect and ±100 for the full control effect
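THP-1 cells pretreated 1 hr with compounds (up to 57.5 uM final), then stimulated with LPS (250 ng/mL final) plus ATP (1.25 mM final); secreted IL-1B measured by AlphaLISA after 16 hr, decreased signal indicating inhibition.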
MCF10A rerep: A quantitative high throughput screen for small molecules that induce DNA re-replication in MCF 10a normal breast cells. hit rate 2.9% among 350,000. Potency, µM (series often up to 46.1 µM), for inactives: at the highest dose activity, positive = re-replication, most hits filed as activators. MCF 10A DNA re-replication, Hoechst nuclear intensity, 48 h. AID 624296, 2012; note: potency is the fitted concentration of half-maximal effect; % of control where 0% means no effect; nearly all actives have a fitted effect of over 50% in size
GLP1R cytotox: qHTS of GLP-1 Receptor Inverse Agonists: Cytotox Screen; HEK293 cAMP-luciferase reporter cells, luminescence, 24 h; Potency, µM (doses to about 38.3 µM), inactives show at the highest dose activity change, negative = inhibition, hits mostly inhibitors; hit rate 0.13% among 410,000; AID 624418, 2012;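 note: loss of luciferase light is scored as toxicity; potency is the fitted concentration of half-maximal effect; % is set by controls: 0 for no effect and ±100 for the full control effect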
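Seeding density was 200 cells/uL; after overnight-length (12 h) culture, 23 nL compounds went on for 24 h at 37 °C. Readout used a luciferase detection reagent, luminescence taken after 12 min at room temperature.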
HT1080NT lethal: qHTS for induction of synthetic lethality in tumor cells producing 2HG: qHTS for the HT-1080-NT fibrosarcoma cell line; Potency, µM (highest dose often 46.1 µM), without a hit: at the highest dose activity, negative = less viability, actives largely listed as cytotoxic; hit rate 1.6% among 360,000; AID 686970, 2013; HT-1080-NT fibrosarcoma viability, CellTiter-Glo ATP luminescence, 48 h;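 note: NT is the 2HG producing partner of a matched IDH1 knockdown line; potency is the fitted concentration of half-maximal effect; 0% = DMSO-treated cells and -100% = media-only wells without cells; nearly all actives have a fitted effect of over 55% in size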
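750 cells/well, RPMI + 5% FBS; 2 h settle, compound pin-transfer, 48 h at 37 degrees C. CellTiter-Glo 10 min RT, luminescence. Normalized to DMSO and media-only wells.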
DRD3 agonist: qHTS of D3 Dopamine Receptor Agonist: qHTS. D(3) dopamine receptor (Homo sapiens), P35462. D3R DiscoveRx beta-arrestin cells, luminescence, 90 min. max activation, %. hit rate 0.58% among 410,000. AID 652048, 2013; in the data active = max activation above about 30%; note: 0% is about no effect; mostly tested at two doses, the higher about 12 µM
Target sequence (P35462 whole entry, looked up): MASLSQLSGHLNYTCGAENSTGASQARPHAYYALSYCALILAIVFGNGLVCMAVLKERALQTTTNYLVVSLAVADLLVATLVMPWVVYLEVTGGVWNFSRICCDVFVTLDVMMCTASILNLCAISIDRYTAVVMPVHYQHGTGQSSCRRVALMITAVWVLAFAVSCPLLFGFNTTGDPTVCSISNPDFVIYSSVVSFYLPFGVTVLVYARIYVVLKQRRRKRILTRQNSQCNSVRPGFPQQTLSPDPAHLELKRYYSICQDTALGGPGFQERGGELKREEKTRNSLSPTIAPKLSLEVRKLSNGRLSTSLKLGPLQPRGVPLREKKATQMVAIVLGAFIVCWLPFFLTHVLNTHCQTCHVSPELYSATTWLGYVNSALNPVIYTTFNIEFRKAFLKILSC
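Agonist mode: compounds and dopamine controls were applied to plated cells for 90 min at 37 degrees C after an overnight attachment at 1500 cells/well. Luminescent read-out followed 30 - 60 minutes at room temperature with DiscoveRx detection reagent.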
HT1080 IDH1KD tx: qHTS for induction of synthetic lethality in tumor cells producing 2HG: qHTS for the HT-1080-IDH1KD cell line | HT-1080 IDH1 knockdown viability, ATP luminescence, 48 h | Potency, µM (top dose mostly 46.1 µM), without a hit: top-dose activity, negative = toxicity, hits mostly cytotoxic | hit rate 2% among 360,000 | AID 686971, 2013;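 note: potency is the fitted concentration of half-maximal effect; 0% = DMSO wells and -100% = cell-free medium wells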
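IDH1KD HT-1080 cells, 750/well, RPMI + 5% FBS; compound pinned after 2 h settling; 48 h, 37 °C; CellTiter-Glo luminescence; % activity normalised to DMSO and no-cell wells; curves fitted, classed by r2 and efficacy.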
Starred values were filed as active, the others as inactive; ? = inconclusive; . = no result given; & = joins results of further samples; [ ] = another dose, or the depositor's remark. Unless noted, calls come from the whole dose curve; as a rule, active = well fitted curve in the direction sought with a large enough effect; inconclusive = small, poorly fitted or top-dose-only effect, or another doubt; inactive = no such curve, though single readings can be large; an effect the other way counts as inactive or inconclusive.

SMILES	SW480 rereplic	KB-V1 MDR tox	KB-3-1 tox	IL-1B inflam inh	MCF10A rerep	GLP1R cytotox	HT1080NT lethal	DRD3 agonist	HT1080 IDH1KD tx
CC(=O)O/N=C/c1c(C)c(C=O)n2ccccc12	3%	-1%	?	-14	0%	-9%	13%	-5	-1%
C=CCn1c(COc2ccccc2C)nnc1SCC(=O)O	-14%	4%	-2%	23	2%	-11%	16%	-2	22%
COc1ccc(S(=O)(=O)NCCc2c[nH]c3ccc(C)cc23)cc1	-1%	0%	20%	0	-4%	1%	5%	-1	11%
COC(=O)CNC(=O)c1cc(-c2ccncc2)nc2ccc(C)cc12	-5%	-19%	2%	?	-30%	2%	2%	6	1%
Cc1ccc(C2=CC(c3ccccc3F)n3c(nc4ccccc43)N2)cc1C (stereo not drawn)	.	-18%	?	.	.	33%[activator]	.	-18	.
OC(CCN1CCC2(CC1)OCCO2)C(F)(F)F (stereo not drawn)	-10%	-8%	3%	-11	-3%	13%	11%	-3	2%
C/C(Cn1nc([N+](=O)[O-])cc1C)=N\NC(=O)c1ccc(C(C)(C)C)cc1	-13%	-3%	-3%	20	2%	-9%	-6%	-13	0%
NC(=O)NC(CC(=O)NNC(=O)c1ccccn1)c1ccccc1Cl (stereo not drawn)	-20%	0%	0%	53	4%	0%	-4%	4	-4%
COc1ccc(/C(N)=N/OC(=O)C2CCC(=O)N2S(=O)(=O)c2ccc(C)cc2)cc1 (stereo not drawn)	?	?	8%	-11	-3%	7%	16%	2	20%
O=C(NCc1ccccc1)c1cccc2c(-c3cccnc3)coc12	.	0%	0%	-28	.	4%	0%	5	-14%
CC(/C=C/c1ccco1)=N\NC(=O)c1cc(C)[nH]n1	-4%	22%	-2%	2	1%	17%	7%	1	1%
O=C(CN1C(=O)NC2(CCCCCCC2)C1=O)NCc1ccc(Cl)cc1	?	15%	-6%	?	13%	0%	-4%	2	-16%
COc1cccc(C(C#N)NCCCNC(C#N)c2cccc(OC)c2OC)c1OC (stereo not drawn)	-1%	0%	9%	-7	4%	-7%	24%	-7	19%
COC(=O)CN1C(=S)N(C)C(=O)/C1=C/c1cccs1	-27%	21%	11%	-11	-1%	?	3%	6	-1%
CCN(Cc1ccccc1)C(=O)C1CCN(CC2CC=CCC2)CC1 (stereo not drawn)	0%	-12%	1%	1	22%	-3%	6%	-10	10%
Cc1cccc2cc(CN(CC3CCCO3)C(=O)c3cnccn3)c(=O)[nH]c12 (stereo not drawn)	?	?	18%	2	14%	-8%	-1%	-2	-18%
CCOC(=O)CSc1nc2ccccc2c(=O)n1CC1CCCO1 (stereo not drawn)	-3%	-14%	14%	5	0%	1%	3%	1	0%
O=C(Nc1ccc2nn(-c3ccccc3)nc2c1)c1ccc2c(c1)OCO2	?	-3%	0%	-12	18%	-20%	-28%	17	?
CCCCNC(=O)CSc1nnc(-c2c[nH]c3ccccc23)n1CC1CCCO1 (stereo not drawn)	-3%	-12%	7%	-4	?	-8%	11%	6	-1%
Cc1ccc(Nc2c(-c3c[nH]c4ccccc34)nc3ccccn23)cc1	.	23%	1%	.	.	-1%	.	-5	.
O=C(COC(=O)c1ccco1)Nc1ccc(Cl)cn1	-1%	0%	2%	22	-1%	12%	6%	3	0%
COc1ccccc1N1CCN(/N=C/c2cccc(O)c2)CC1	-3%	-7%	-2%	-26	8%	4%	7%	11	10%
N#CCSc1nnc(-c2ccc(F)cc2)n1N	-12%	15%	8%	17	0%	-6%	5%	-1	11%
COc1ccc(C(=O)Nc2sc(C)c(C)c2CN2CC(C)OC(C)C2)cc1 (stereo not drawn)	-1%	15%	0%	32	-1%	-10%	7%	19	4%
COc1cccc(C(=O)NCCS(=O)(=O)N2CCOCC2)c1	-1%	-10%	23%	23	-2%	-10%	4%	-2	-1%

The closing two compounds of the section above come first, to join the parts:
SMILES	SW480 rereplic	KB-V1 MDR tox	KB-3-1 tox	IL-1B inflam inh	MCF10A rerep	GLP1R cytotox	HT1080NT lethal	DRD3 agonist	HT1080 IDH1KD tx
COc1ccc(C(=O)Nc2sc(C)c(C)c2CN2CC(C)OC(C)C2)cc1 (stereo not drawn)	-1%	15%	0%	32	-1%	-10%	7%	19	4%
COc1cccc(C(=O)NCCS(=O)(=O)N2CCOCC2)c1	-1%	-10%	23%	23	-2%	-10%	4%	-2	-1%
COc1cccc(N2C(=O)C3CCCN3C2=S)c1 (stereo not drawn)	?	?	-6%	-13	?	2%	-19%	-17	4%
CC1CC(C)CN(C(=O)COC(=O)c2ccc(S(=O)(=O)N(C)c3ccccc3)cc2)C1 (stereo not drawn)	-4%	11%	2%	39	1%	10%	-3%	-6	0%
CCc1ccc(-c2nn(-c3ccccc3C)cc2C(=O)N2CCN(C3CCS(=O)(=O)C3)CC2)cc1 (stereo not drawn)	-4%	15µM*	15%	17	-1%	-4%	4%	-10	1%
COc1ccccc1NS(=O)(=O)c1cn(C)c(C)n1	.	?	18%	.	.	11%	.	-6	.
O=C(c1ccccc1)n1ccc(-c2cccs2)n1	-4%	14%	19%	19	-1%	-1%	1%	-3	16%
O=C(NC1CC1)c1cc2c(s1)-c1ccccc1OC2	-2%	-19%	?	33	-1%	-3%	3%	5	-16%
O=C(COc1ccc2ccccc2c1)N1CCNCC1	-9%	-3%	18%	19	0%	-4%	-27%	16	-22%
COc1ccc(OC)c(CCNC(=O)c2ccc3c(=O)[nH]c4c(C(=O)NC(C)C)sc(=S)n4c3c2)c1	-5%	-4%	-29%	-13	?	-7%	-14%	-1	4%
Cc1ccc(S(=O)(=O)Cc2ccc(C(=O)N3CCN(c4ccc(F)cc4)CC3)o2)cc1	?	?	?	-11	?	?	-2%	2	-29%
COCCOC(=O)C1=C(C)NC(=O)NC1c1c(OC)ncnc1OC (stereo not drawn)	-5%	14%	9%	-22	-4%	-5%	11%	4	6%
O=C(NCCc1ccc(Cl)cc1)c1ccc(CS(=O)(=O)Cc2ccccc2F)o1	.	?	-11%	.	.	-7%	.	1	.
COC(=O)C1=C(C)N(C)C(=O)NC1c1ccsc1 (stereo not drawn)	?	-4%	3%	13	13%	0%	15%	2	1%
FC(F)(F)C1CC(c2cccs2)Nc2ncnn21 (stereo not drawn)	17%	-16%	0%	7	?	15%	-10%	-11	?
Cc1ccc(-n2ncc(C(=O)N3CCN(C4CCCCC4)CC3)c2C2CCN(C(=O)OC(C)(C)C)CC2)cc1	.	15%	7%	.	.	1%	.	-4	.
COc1ccccc1N1CCN(C(=O)CCSCc2ccccc2F)CC1	0%	3%	11%	-2	1%	1%[0.307 µM]	2%	8&9	23%
NC(=O)CC(NC(=O)Cc1cccc2ccccc12)c1ccc(NC2CCCCCC2)c([N+](=O)[O-])c1 (stereo not drawn)	3%	-13%	-17%	-7	?	5%	0%	-12	3%
CCN(CC)c1ccc(C=C2SC(=S)NC2=O)cc1	-3%	0%	1%	0	?	-13%	0%	4	-1%
CCOc1cc(C2C(C(=O)Nc3ccc(OC)cc3)=C(C)Nc3nc(SC)nn32)ccc1O (stereo not drawn)	.	-14%	-15%	.	.	-10%	.	-3	.
O=c1oc2ccccc2cc1-c1nc(-c2cccs2)cs1	29%	-9%	-8%	2	-16%	233%[activator]	-19%	-24	-20%
COc1ccc(CCC(=O)Nc2ccc(C)c([N+](=O)[O-])c2)cc1	14%	21µM*	-3%	16	19%	8%	12%	-4	16%
CC(CNC(=S)Nc1cc(F)cc(F)c1)CSc1ccc(Cl)cc1 (stereo not drawn)	2%	?	-18%	-97*	-1%	?	18µM*	-1	?
COc1ccccc1NC(=S)N1CCN(c2ncccn2)CC1	-6%	-5%	-3%	0	-1%	0%	7%	3	15%
CCOc1ccccc1CNC(=O)c1ccccc1NC(=O)C1=CSCCO1	-12%	-20%	-2%	-9	3%	3%	-25%	1	-3%
C=C(C)CN(CC)c1nc(N)c(C#N)c(CC#N)c1C#N	-13%	?	-7%	10	9%	-20%	0%	5	2%
O=C(NCc1ccc2c(c1)OCO2)c1ccc2c(c1)OCO2	-5%	8%	0%	-15	-1%	-7%	0%	1	-5%

Individual results from the entries so far:
O=C(NCc1ccc2c(c1)OCO2)c1ccc2c(c1)OCO2 in SW480 rereplic: -5%
COCCOC(=O)C1=C(C)NC(=O)NC1c1c(OC)ncnc1OC (stereo not drawn) in HT1080 IDH1KD tx: 6%
NC(=O)CC(NC(=O)Cc1cccc2ccccc12)c1ccc(NC2CCCCCC2)c([N+](=O)[O-])c1 (stereo not drawn) in HT1080NT lethal: 0%

Continuation:
SMILES	SW480 rereplic	KB-V1 MDR tox	KB-3-1 tox	IL-1B inflam inh	MCF10A rerep	GLP1R cytotox	HT1080NT lethal	DRD3 agonist	HT1080 IDH1KD tx
COc1ccc(CCN2C(=O)N(c3ccc(F)cc3)C(=O)C2CC(=O)Nc2ccccc2)cc1OC (stereo not drawn)	.	?	-4%	.	.	-5%	.	3	.
CCc1nc2cccnc2n1-c1ccc(CC(=O)O)cc1	-5%	0%	23%	10	8%	7%	10%	13	12%
Oc1cc(NCCc2cccnc2)cc2cccnc12	?	?	?	.	?	.	.	.	.
O=C(N/N=C/c1ccccc1O)c1cccc(C(F)(F)F)c1	?	?	?	71	?	?	?	-12	2.6µM*
Cc1nc(SCC(=O)NCc2ccco2)[nH]c(=O)c1C	?	?	-1%	39	23µM*	-9%	?	-5	-20%
CCC1=Nc2cc(C(=O)NCCN3CCOCC3)ccc2Sc2ccc(C)cc21	?	0%	12%	10	-2%	-4%	-3%	1	-10%
